Bioassay records deposited in PubChem BioAssay by several laboratories.
Avidin fluor = compound fluoresces at 488/530 nm on avidin beads; actives 0.38% (n = 220,000); compound fluorescence 488/530 nm, flow cytometry; active compounds read high; fluorescence (KMESF) at 10 µM; AID 1775; in the data active = fluorescence above about 47; also: inactives centre near 10
RGS4-Gao reg = human RGS4-Galphao interaction regulation; P09471; Multiplexed bead flow cytometry, RGS4-Galphao binding; actives lie on both sides; binding response (% of control), % at 10 µM; actives 0.33% (n = 220,000); AID 1415; in the data active = binding response below about 49% or above about 150%; inactive = in between;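 also: fluorescent Galphao activated with aluminum fluoride binding bead-coupled RGS4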
Target sequence (P09471 whole entry, looked up): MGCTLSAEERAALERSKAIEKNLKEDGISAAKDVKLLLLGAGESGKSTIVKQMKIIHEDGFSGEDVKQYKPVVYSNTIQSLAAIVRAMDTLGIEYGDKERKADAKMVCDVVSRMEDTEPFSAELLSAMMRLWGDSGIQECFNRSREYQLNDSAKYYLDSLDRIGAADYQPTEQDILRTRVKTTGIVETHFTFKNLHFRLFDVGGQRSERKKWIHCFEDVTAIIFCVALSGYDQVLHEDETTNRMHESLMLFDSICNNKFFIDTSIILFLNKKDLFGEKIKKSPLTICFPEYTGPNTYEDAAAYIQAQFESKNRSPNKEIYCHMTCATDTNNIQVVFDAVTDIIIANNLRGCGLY
Mcl1 Noxa PPI = Mcl-1/Noxa interaction inhibition; inhibition, % at 21.7 µM; actives 1.5% (n = 220,000); TR-FRET Mcl-1/Noxa peptide binding, 2 h;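 active = compounds that cut the protein-peptide binding signal by more than 50% relative to plate controls in a single-dose test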;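 also: His-tagged Mcl-1 with rhodamine Noxa BH3 peptide and terbium anti-His antibody; 0% = Mcl-1 plus Noxa peptide wells and 100% = peptide-only wells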
RGS7-Gao = regulators of human RGS7-Galphao interaction. P09471. Multiplexed bead flow cytometry, RGS7-Galphao binding; actives lie on both sides. binding response (% of control), % at 10 µM. actives 0.35% (n = 220,000). AID 1439; in the data active = binding response below about 49% or above about 150%; inconclusive = no clear call, values can overlap the other calls; inactive = in between;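 also: fluorescent Galphao held in activated GDP-AlF4 state binding bead-coupled RGS7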
GSH fluor = GSH bead compound fluorescence profile; GSH beads flow cytometry, compound fluorescence 488/530 nm; active compounds read high; fluorescence (KMESF) at 10 µM; actives 0.25% (n = 190,000); AID 1776; in the data active = fluorescence above about 89;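 also: glutathione beads carrying GST-tagged Bcl family fusion proteins plus one bare bead set; values are compound well signal with DMSO vehicle wells as background; inactives centre near 16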
ABCG2 inh = human ABCG2 inhibition, ABCB1 as counter-screen; AID 1325; Q9UNQ0; actives 0.1% (n = 190,000); IgMXP3 cells, JC-1 efflux, flow cytometry; inhibition, % at 6.6 µM;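 active = inhibition above 80%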;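 also: 0% = DMSO and 100% = nicardipine control wells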
Target sequence (Q9UNQ0 whole entry, looked up): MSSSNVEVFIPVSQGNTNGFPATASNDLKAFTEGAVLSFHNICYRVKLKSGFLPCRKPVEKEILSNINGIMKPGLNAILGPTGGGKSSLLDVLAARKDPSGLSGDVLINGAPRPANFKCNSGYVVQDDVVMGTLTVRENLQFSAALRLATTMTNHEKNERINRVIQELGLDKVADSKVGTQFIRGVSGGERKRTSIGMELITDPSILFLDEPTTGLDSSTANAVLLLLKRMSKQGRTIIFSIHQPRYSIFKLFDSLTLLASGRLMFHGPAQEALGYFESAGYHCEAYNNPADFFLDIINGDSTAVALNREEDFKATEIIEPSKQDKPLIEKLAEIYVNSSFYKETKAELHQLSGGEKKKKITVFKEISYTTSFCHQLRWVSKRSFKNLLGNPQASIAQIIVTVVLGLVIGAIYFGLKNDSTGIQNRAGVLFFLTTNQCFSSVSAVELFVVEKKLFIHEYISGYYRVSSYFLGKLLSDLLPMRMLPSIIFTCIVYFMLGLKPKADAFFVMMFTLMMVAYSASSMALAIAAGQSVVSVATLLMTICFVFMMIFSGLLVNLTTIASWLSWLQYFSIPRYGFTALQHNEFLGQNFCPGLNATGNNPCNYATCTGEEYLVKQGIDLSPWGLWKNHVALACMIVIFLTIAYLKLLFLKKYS
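System: two drug-resistant human cell lines, ABCG2 and ABCB1; controls: nicardipine high and DMSO low controls; times: 10 min exposure at 25 °C with rotation, no wash; detection: flow cytometry of retained JC-1 fluorescence; read-out basis: percent efflux inhibition, scaled nicardipine 100% to DMSO 0%; doses: one concentration, 6.6 µM final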
Mcl1-Bid inh = disrupts binding of human Mcl-1 to Bid peptide. actives 0.97% (n = 220,000). TR-FRET Mcl-1/Bid-Dy647 peptide binding, 1536-well. Q07820. AID 1021. inhibition, % at 21.7 µM;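 active = compounds that cut the binding signal by more than half at the single screening dose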;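 also: His-tagged Mcl-1 with europium anti-His antibody binding Bid BH3 peptide; 0% = Mcl-1 plus peptide wells and 100% = peptide-only wells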
ABCB1 block = human ABCB1 inhibition, ABCG2 as counter-screen. inhibition, % at 6.6 µM. actives 0.067% (n = 190,000). AID 1326. CCRF-Adr cells, JC-1 efflux, flow cytometry; in the data active = inhibition above about 40%;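 also: 0% = vehicle and 100% = reference inhibitor; higher value means more JC-1 retained so stronger ABCB1 efflux block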
Bim-Mcl-1 = disrupts Bim peptide binding to human Mcl-1; Bead-based flow cytometry, Bim peptide-Mcl-1 binding; inhibition, % at 10 µM; actives 0.1% (n = 190,000); AID 1009; in the data active = inhibition above about 40%;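 also: 0% = no compound tracer wells and 100% = peptide blocker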
Pf gametocyte = P. falciparum stage V gametocyte viability inhibition | P. falciparum stage V gametocytes, ATP luminescence, 24 h | inhibition, % at 10.9 µM | actives 0.065% (n = 150,000) | AID 743093;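 active = inhibition above the mean plus 3 SD of compounds within the control limits, set per campaign, cut at about 38% in these data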;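 also: 0% = DMSO wells and 100% = medium only without gametocytes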
RGS8-Gao reg = modulates binding of RGS8 to human Galphao. P09471. multiplexed bead flow cytometry; actives lie on both sides. response (percent of control binding), % at 10 µM. actives 0.34% (n = 220,000). AID 1423; in the data active = response below about 60% or above about 140%; inactive = in between;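 also: Galphao activated as the GDP aluminium fluoride complex binding bead-coupled RGS8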
The depositor's hits bear a star; ? = inconclusive; . = not tested or not shown.

SMILES	Avidin fluor	RGS4-Gao reg	Mcl1 Noxa PPI	RGS7-Gao	GSH fluor	ABCG2 inh	Mcl1-Bid inh	ABCB1 block	Bim-Mcl-1	Pf gametocyte	RGS8-Gao reg
COc1ccc(CCNC(=O)C23CCC(C)(C(=O)C2Br)C3(C)C)cc1OC (centres undefined)	8	104	-16	?	.	.	-18	.	.	-1	104
CC(/C=N/NC(=O)Cn1nccc1C)=C\c1ccc(C(C)C)cc1	14	99	-2	98	11	7	-18	0.2	0	.	101
Cc1ccc(C(=O)OCC(=O)NCCC2=CCCCC2)s1	23	102	-6	101	10	10	-11	0.1	-6	-34	101
N#Cc1c(Cl)nsc1NC(=O)c1ccccc1	10	103	29	96	18	7	-7	-0.9	0	17	99
C=CCOc1ccc(Oc2cc(C)nc(SC)n2)nn1	21	101	5	103	12	3	4	0.7	0	.	101
O=[N+]([O-])c1ccc2c(OCc3nnc(-c4ccccc4Br)o3)ncnc2c1	5	95	61*	.	.	.	6	.	.	-18	99
CCOC(=O)CN(C(=O)CSc1nnc(-c2ccc(OC)c(OC)c2)o1)c1ccc(F)cc1	10	100	-3	99	8	1	-9	0.6	3	-25	103
O=C(Cc1nc2ccccc2s1)c1ccc(O)cc1O	9	103	22	102	8	0	-19	-0.2	2	.	101
CCOC(=O)N1CCN(c2c(NCC3CCN(Cc4cccc(C)c4)CC3)c(=O)c2=O)CC1	26	102	-17	102	15	4	-13	0.7	-1	.	100
O=C(Oc1cccc2ccccc12)c1ccncc1	8	103	-11	102	20	-2	-13	-0.3	1	.	104
O=C1NC2(C=Cc3c(ccc4ccccc34)O2)Oc2ccccc21 (centres undefined)	22	95	7	94	14	1	-1	0.2	-6	.	89
CCOC(=O)Cn1cnc2c(C#N)c3n(c2c1=O)CCCCC3	14	102	0	101	36	21	-6	0.8	-8	8	99
CC(Sc1nnc2ccccn12)C(=O)Nc1ccc2c(c1)OCO2 (centres undefined)	8	97	20	?	14	0	-43	0.1	1	5	98
CC(C)(C)NC(=O)C(c1cccnc1)N(C(=O)c1csnn1)c1ccccc1 (centres undefined)	13	103	5	100	21	1	-16	0.5	1	.	104
CCOC(=O)c1sc(NC(=O)Nc2ccccc2Cl)cc1C	15	102	36	97	4	-9	5	-0.2	-5	5	104
CC(C)(C)c1ccc(Oc2ccc(NC(=O)c3cccs3)cn2)cc1	14	97	10	?	.	.	15	.	.	-12	101
Cc1cnn(C(=S)NCc2ccc(Cl)cc2)c1	33	91	24	91	20	16	10	0.2	-9	20	97
CC(C)OC(=O)/C(=C/c1ccc2c(c1)c1ccccc1n2C)NC(=O)c1ccccc1	11	94	4	97	13	-3	12	-0.6	19	.	85
CCn1c(N2CCN(S(=O)(=O)c3ccc(Cl)cc3)CC2)nc2ccccc21	8	102	8	100	52	0	-1	0.1	-5	-1	99
CCCCN(CCCC)CCNC(=O)CNC(=O)c1cccs1	3	104	-8	103	14	0	-30	0.0	-4	-15	113
CS(=O)(=O)N(Cc1ccc(Cl)cc1)c1ccc(C(=O)NCC2CCCO2)cc1 (centres undefined)	12	101	6	102	12	2	-1	0.8	10	18	102
COc1ccc(Nc2cc(Cl)nc(N)n2)cc1OC	24	102	22	103	10	10	-27	0.9	-1	.	106
Cc1ccnc(NC(=O)Nc2ccc3c(c2)OCO3)c1	12	98	10	97	14	4	-21	1.0	0	13	101
O=[N+]([O-])c1ccc2c(c1)nc1n2CCN(CC2CCCO2)C1 (centres undefined)	10	98	3	95	9	12	-19	0.9	3	12	99
O=C(Nc1ccc(N2CCOCC2)nc1)c1ccccc1Cl	6	97	-3	?	.	.	-35	.	.	1	101
CNC(=O)c1cc2cc(OC)ccc2oc1=O	17	97	11	96	32	5	-9	-1.8	3	.	97
O=C(NCc1cccs1)C1CCN(C(=O)NCc2ccccc2)CC1	6	104	-16	102	19	5	-2	1.2	-2	.	103
Cc1ccnc(-n2c(C)cc(C=O)c2C)c1	10	106	15	105	23	2	-56	0.2	2	-6	106
COc1cc(OC)c2ccc(=O)oc2c1C(CC(=O)N1CCCC1)c1ccc(N(C)C)cc1 (centres undefined)	8	87	15	?	.	.	-86	.	.	-35	90
Fc1ccccc1C(c1nnnn1C1CCCC1)N1CCN(Cc2ccccc2)CC1 (centres undefined)	24	98	36	100	15	1	23	1.4	2	14	99
Cn1c(=O)cc(SCC(=O)NCCCN2CCOCC2)c2ccc(Cl)cc21	8	100	14	94	14	1	-28	0.2	-2	.	98
CCCN(CC(=O)Nc1ccc(C(C)=O)cc1)CC(=O)Nc1ccccc1C	16	94	12	94	18	8	0	1.5	1	-2	93
COc1cc(/C=N/Nc2cccc(C)c2)cc(Br)c1O	9	100	50	?	16	8	-70	1.0	-5	-10	99
CCC1CCCCN1C(=S)Nc1ccc(OC(F)F)cc1 (centres undefined)	6	97	-3	99	18	0	-76	-0.1	-1	.	105
COc1cccc(/C(O)=C2/C(=O)C(=O)N(CCN3CCOCC3)C2c2cccs2)c1 (centres undefined)	24	107	16	112	52	3	-87	-0.1	0	.	111
CN(C)c1ccc(C(CNC(=O)c2ccccc2F)c2c[nH]c3ccccc23)cc1 (centres undefined)	7	104	66*	106	9	6	-2	0.0	27	.	107

Not a retest: entries from further up.
SMILES	Avidin fluor	RGS4-Gao reg	Mcl1 Noxa PPI	RGS7-Gao	GSH fluor	ABCG2 inh	Mcl1-Bid inh	ABCB1 block	Bim-Mcl-1	Pf gametocyte	RGS8-Gao reg
O=C(Nc1ccc(N2CCOCC2)nc1)c1ccccc1Cl	6	97	-3	?	.	.	-35	.	.	1	101
CNC(=O)c1cc2cc(OC)ccc2oc1=O	17	97	11	96	32	5	-9	-1.8	3	.	97

More structures.
SMILES	Avidin fluor	RGS4-Gao reg	Mcl1 Noxa PPI	RGS7-Gao	GSH fluor	ABCG2 inh	Mcl1-Bid inh	ABCB1 block	Bim-Mcl-1	Pf gametocyte	RGS8-Gao reg
Cc1occc1C(=O)NC1CCCCCCC1	6	101	-2	100	14	1	-23	.	-1	.	97
COc1ccc(/C=C/C(=O)Nc2sc(Cc3ccccc3)c(C)c2C(N)=O)cc1	10	93	15	96	5	-4	-7	-0.7	17	-5	88
c1ccc(Oc2nc(Oc3ccccc3)nc(N3CCOCC3)n2)cc1	6	99	-4	99	33	3	-2	-1.1	-4	10	104
CC(C)CCNC(=O)c1cc([N+](=O)[O-])ccc1N1CCOCC1	26	100	-11	103	15	3	-5	0.5	-2	.	99
COc1cc(C(=O)OC(C)C(=O)Nc2ccc3c(c2)OCO3)ccc1OCc1c(C)noc1C (centres undefined)	13	100	11	99	26	5	-20	1.1	-2	.	104
CCCCNC(=O)CSc1nnc(Cc2ccccc2)n1CC1CCCO1 (centres undefined)	10	101	-10	98	16	0	-16	0.2	-3	-18	102
COc1ccc(NS(=O)(=O)c2cccc(C(=O)N/N=C/c3ccccn3)c2)cc1	14	100	-52	99	11	0	-53	-0.2	4	-10	101
CCCNC(=O)c1cc2ccccc2c(=O)o1	3	97	-23	100	7	5	10	-0.1	-1	-22	99
Cc1c(C(=O)Nc2ccc(S(=O)(=O)NCC3CCCO3)cc2)cccc1[N+](=O)[O-] (centres undefined)	11	100	2	105	17	7	-24	-0.2	0	12	98
CCN(c1ccccc1)S(=O)(=O)c1ccc(Cl)c(NC(=O)COC(=O)c2cc(O)c3ccccc3c2O)c1	8	104	55*	?	.	.	-49	.	.	.	97
Cc1cc(C)c(NC(=O)OCCN2CCOCC2)c(C)c1	7	98	6	99	38	-2	18	0.2	0	24	100
Cc1nc(CNS(=O)(=O)c2cccnc2)cs1	13	104	-1	102	22	0	0	0.0	-3	.	103

Just Avidin fluor, for some of the entries so far:
| smiles | Avidin fluor |
| --- | --- |
| COc1cc(OC)c2ccc(=O)oc2c1C(CC(=O)N1CCCC1)c1ccc(N(C)C)cc1 (centres undefined) | 8 |
| COc1ccc(/C=C/C(=O)Nc2sc(Cc3ccccc3)c(C)c2C(N)=O)cc1 | 10 |
| Cc1c(C(=O)Nc2ccc(S(=O)(=O)NCC3CCCO3)cc2)cccc1[N+](=O)[O-] (centres undefined) | 11 |
| CC(C)(C)c1ccc(Oc2ccc(NC(=O)c3cccs3)cn2)cc1 | 14 |

New compounds follow.
SMILES	Avidin fluor	RGS4-Gao reg	Mcl1 Noxa PPI	RGS7-Gao	GSH fluor	ABCG2 inh	Mcl1-Bid inh	ABCB1 block	Bim-Mcl-1	Pf gametocyte	RGS8-Gao reg
CCOc1ccc(C(=O)/C=C/c2ccccc2C(F)(F)F)cc1	14	101	.	102	38	12	-6	0.3	-3	.	103
CCC(C)(C)NC(=O)C(c1ccc(C)o1)N(C(=O)c1csnn1)c1cccc(F)c1 (centres undefined)	5	100	-2	103	15	5	-21	0.8	0	.	104
CC(C)(C)NC(=O)c1ccc2c(c1)N(CC(=O)N1CCN(c3ccccc3F)CC1)C(=O)C(C)(C)O2	13	89	-20	94	8	4	-30	2.1	-2	.	94
Cc1cc(C)nc(SCC(=O)OCN2C(=O)c3ccccc3C2=O)n1	24	96	8	97	10	7	-21	2.1	0	0	98
CC(C)CNc1nc(N)c([N+](=O)[O-])c(NCC2CCCO2)n1 (centres undefined)	3	102	-7	103	6	1	-7	0.4	-2	5	102
O=C(C[n+]1ccc2ccccc2c1)Nc1cc(C(F)(F)F)ccc1Cl	10	109	7	114	19	3	8	0.1	9	20	105
CC(NC(=O)CCCN1C(=O)c2ccccc2C1=O)c1ccc2c(c1)CCCC2 (centres undefined)	9	99	-2	102	11	1	4	0.3	-3	.	99
Cc1ccc(N2CC(C(=O)O)CC2=O)cc1 (centres undefined)	13	98	4	97	11	-1	-10	0.0	-1	8	101
Cc1ccccc1Cn1nnc(C(=O)Nc2cccc(C)c2C)c1N	17	102	9	100	17	3	-4	0.6	-4	-26	100

2 compounds drawn at random from those above:
SMILES	Avidin fluor	RGS4-Gao reg	Mcl1 Noxa PPI	RGS7-Gao	GSH fluor	ABCG2 inh	Mcl1-Bid inh	ABCB1 block	Bim-Mcl-1	Pf gametocyte	RGS8-Gao reg
CCCCN(CCCC)CCNC(=O)CNC(=O)c1cccs1	3	104	-8	103	14	0	-30	0.0	-4	-15	113
CCOc1ccc(C(=O)/C=C/c2ccccc2C(F)(F)F)cc1	14	101	.	102	38	12	-6	0.3	-3	.	103
